VHR inh color: blocks the human dual specificity phosphatase VHR1. 50,000 tested, 0.7% active. inhibition, % at 20 µM. recombinant VHR phosphatase, colorimetric substrate read-out. AID 1992. P51452; in the data active = inhibition above about 60%; note: some results filed as inactive read as strong as hits
Target sequence (P51452 whole entry, looked up): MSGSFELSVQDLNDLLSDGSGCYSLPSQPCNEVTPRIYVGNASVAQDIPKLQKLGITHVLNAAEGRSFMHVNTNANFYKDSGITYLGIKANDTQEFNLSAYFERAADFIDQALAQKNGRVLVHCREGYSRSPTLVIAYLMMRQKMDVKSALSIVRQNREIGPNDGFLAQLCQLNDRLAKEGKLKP
* = called active by the depositor.

Compound,VHR inh color
CCOC(=O)C1=C(O)/C(=C/c2ccc(F)cc2)SC1=Nc1ccccc1,-3.2
O=C(Nc1ccc2c(c1)OCCO2)c1ccccc1Br,-0.5
COC(=O)c1c(N)sc(C(=O)Nc2ccc(C)cc2C)c1C,-21.6
c1cc2c3c(cccc3c1)-c1nc3nonc3nc1-2,2.8
O=C1C2C3CC4C2C(=O)C2(c5ccccc5)C1C3C42 (stereo not drawn),-7.6
Cc1ccc(OCC(=O)O/N=C(\N)c2ccccn2)c(C)c1,-1.2
O=C1NC(=S)N/C1=C/c1ccc(-c2cccc(Cl)c2Cl)o1,-8.3
COc1ccc(CCC(=O)Nc2cc(Cl)ccc2Cl)cc1,-22.0
Cc1cc(Cl)ccc1NC(=O)C(=O)NC(C)C,-10.9
O=c1[nH]c(SCc2ccccc2)nc2ccccc12,3.5
O=C1NC(=S)N/C1=C\c1ccc(-c2cccc([N+](=O)[O-])c2)o1,-11.9
CCC(=O)Nc1cccc2c1C(=O)c1ccccc1C2=O,-3.2
Cc1ccc(N(C(=O)c2ccc(Br)o2)C2C=CS(=O)(=O)C2)cc1 (stereo not drawn),3.3
COc1ccc(N2C(=O)/C(=C/c3cc(Br)cc(OC)c3O)SC2=S)cc1,6.0
CCCCc1c(C)nc2ccc(C(=O)O)cc2c1Cl,-53.0
O=C(Nc1ccc2nn(-c3ccc(F)cc3)nc2c1)c1ccccc1I,12.8
COc1ccc(C2C(C(=O)/C=C/c3ccccc3)=C(O)C(=O)N2CCCCCC(=O)O)cc1OC (stereo not drawn),-3.2
CCCCn1c(CN2C(=O)c3ccccc3C2=O)nc2ccccc2c1=O,-17.1
O=C1NN(c2ccccc2)C(=O)/C1=C/c1ccc(-c2ccccc2)o1,110.9*
C=CCNC(=O)CN(c1cccc(Br)c1)S(=O)(=O)c1ccccc1,-14.7
CC(C)(C)c1ccc(S(=O)(=O)Nc2nccs2)cc1,4.6
COc1ccc(C(=O)Nc2cc(C(F)(F)F)ccc2Cl)cc1,9.8
CC(=O)N1CC23C=CC(CC2CC12CCCCCC2)O3 (stereo not drawn),8.9
O=C1NC(=S)N/C1=C/c1ccc(OCc2cccc(C(=O)O)c2)cc1,-6.0
COC(=O)c1c(NC(=O)c2cnccn2)sc2c1CCCCCC2,11.1
COc1cc(/C=C2\C(=O)N(c3cccc(C(=O)O)c3)N=C2C)cc([N+](=O)[O-])c1O,-13.7
O=C(O)C(NC(=O)c1ccccc1)=C1CCCCC1,8.7
Cc1ccccc1OCC(=O)Nc1cc([N+](=O)[O-])ccc1Cl,-2.7
O=C(Nc1ccc2c(c1)C(=O)N(c1ccccc1)C2=O)c1ccccc1Cl,-27.9
CN1C(c2ccccc2)CC(O)(c2ccccc2)CC1c1ccccc1 (stereo not drawn),11.6

Arranged by length of the SMILES (lowest first): part of the list above
Compound,VHR inh color
Cc1cc(Cl)ccc1NC(=O)C(=O)NC(C)C,-10.9
O=C1C2C3CC4C2C(=O)C2(c5ccccc5)C1C3C42 (stereo not drawn),-7.6
COc1ccc(C(=O)Nc2cc(C(F)(F)F)ccc2Cl)cc1,9.8
CN1C(c2ccccc2)CC(O)(c2ccccc2)CC1c1ccccc1 (stereo not drawn),11.6
O=C(Nc1ccc2nn(-c3ccc(F)cc3)nc2c1)c1ccccc1I,12.8
Cc1ccc(N(C(=O)c2ccc(Br)o2)C2C=CS(=O)(=O)C2)cc1 (stereo not drawn),3.3
O=C(Nc1ccc2c(c1)C(=O)N(c1ccccc1)C2=O)c1ccccc1Cl,-27.9

Carrying on:
Compound,VHR inh color
CCC(C(=O)Nc1cccc(Br)c1)c1ccccc1 (stereo not drawn),-3.4
N#C/C(=C\Nc1ccccc1)c1nc(-c2cc3cc(Br)ccc3oc2=O)cs1,-17.2
O=C1C2CCCC2=NN1c1ccccc1 (stereo not drawn),-24.8
O=C(CC1Nc2ccccc2NC1=O)c1ccccc1 (stereo not drawn),-14.9
COc1ccc(NC(=O)C2CCCN(CCCc3ccccc3)C2)cc1OC1CCCC1 (stereo not drawn),-4.0
Cc1cc(Cl)ccc1OCC(=O)Nc1ccc(C(N)=O)cc1,11.7
Fc1ccc(NC(=S)N(CCN(C(=S)Nc2ccc(F)cc2)c2ccccc2)c2ccccc2)cc1,-10.1
COc1cccc(NC2=NS(=O)(=O)c3cc([N+](=O)[O-])ccc32)c1,-16.8
CCCCNCCCCOc1cccc(Cl)c1,-22.0
COc1cc(NC(=O)Cc2cccs2)cc(OC)c1,19.0
CCOC(=O)c1sc(NC(=O)c2ccc(Cl)cc2[N+](=O)[O-])nc1C,4.6
Cc1ccc(NC(=S)NC(=O)c2ccco2)c(Br)c1,14.1
Cc1c(C(=O)N2CCN(c3ccc([N+](=O)[O-])cc3)CC2)oc2ccccc12,-29.4
O=C(c1ccccc1SCc1ccc(F)cc1)N1CCOCC1,-14.0
CCOC(=O)c1c(NC(=O)COc2cc(Cl)ccc2Cl)sc(C)c1C,-12.1
Cc1cccc(OCCCCN2CCCC2)c1C,-24.8
O=C(CCNc1cccc(Br)c1)c1cccs1,-19.9
COc1ccc(-c2nc(-c3ccccc3)c(-c3cc([N+](=O)[O-])ccc3C)[nH]2)c(OC)c1,-2.9
O=C(Nc1ccc(Cl)c(-c2nc3ccccc3o2)c1)c1ccc(Br)cc1,11.8
Cc1ccc(-n2nc3cc(C)c(NC(=O)c4ccco4)cc3n2)cc1,2.7
CCCC(=O)N1CCN(c2cc(C)c(C(C)=O)cc2F)CC1,-12.1
CC(=O)c1cccc(Oc2ncnc3sc4c(c23)CCCC4)c1,-6.8
NC(=O)c1cc(NC(=O)c2cc(C(F)(F)F)cc(C(F)(F)F)c2)c(Cl)cc1Cl,-2.1
COc1ccc(/C=N/Nc2cc(OC)ncn2)c(OC)c1,-25.8
COc1ccc(C(=O)Cn2c(NCCO)nc3ccccc32)cc1,-11.8
COc1cccc(-n2c(O)c(/C=C3\C=c4ccccc4=N3)c(=O)[nH]c2=O)c1,34.2
CC(C)c1ccc(N2C(=O)NC(=O)/C(=C/c3ccc(O)c(Br)c3)C2=O)cc1,13.2
NS(=O)(=O)c1ccc(NC(=O)c2ccc(Oc3ccccc3)cc2)cc1,1.5
O=C(O)c1ccc(Nc2nc(-c3ccccc3)c3ccccc3n2)cc1,-2.7
CC(=O)Cc1oc2ccc(O)cc2c1[N+](=O)[O-],-18.0

(listing goes on)
Compound,VHR inh color
COC(=O)c1cccc(NC(=O)c2ccc(C)cc2)c1,-20.4
CCOc1cc(/C=C2\SC(=S)N(CCS(=O)(=O)O)C2=O)ccc1O,43.2
O=C(c1cccnc1)N1CCN(C(=O)c2cccs2)CC1,-1.8
O=C1C(=O)N(CCc2ccccc2)c2ccccc21,-6.8
Cc1ccc(S(=O)(=O)Nc2ccc(O)c(S(=O)(=O)c3ccc(C)cc3)c2)cc1,-13.0
COc1ccc(N(CC(=O)Nc2cccc(Br)c2)S(C)(=O)=O)cc1Cl,-5.6
Cc1cccc(NC(=S)NC(=O)COc2ccccc2)c1,-12.1
CC/C(=C/C(=O)c1ccncc1)Nc1ccc(OC)cc1,4.5
CC(C)CC1C(C#N)=C(N)Oc2n[nH]c(-c3ccccc3)c21 (stereo not drawn),2.4
O=C(c1ccccc1)c1cccc(NC2=NS(=O)(=O)c3ccccc32)c1,2.6
Cc1cc(-c2ccccc2)nc2cc(C(=O)N3CCCC3)nn12,30.8
Cc1ccc(-c2cc3nc4c(c(=O)n3[nH]2)SCC4)cc1,1.9
O=C1N=c2ccccc2=C1c1s/c(=N/N=C2/C(=O)Nc3ccccc32)n(-c2ccc(O)cc2)c1O,20.9
O=C(Nc1ccc(Cl)cc1)c1cccc2ccccc12,-12.5
O=C(c1ccco1)N1CCN(Cc2ccco2)CC1,8.7
CCOc1ccc(-c2c(C#N)c(N)n3c(nc4ccccc43)c2C#N)cc1OC,32.3
COc1ccc(CC(=O)Nc2ccc(Br)cc2)cc1OC,-12.2
CC(=O)N(CCc1ccc(S(N)(=O)=O)cc1)C1CC(=O)N(c2ccccc2)C1=O (stereo not drawn),-0.6
Cc1ccc(OCCOc2ccc(C=O)cc2)cc1,17.2
CCOc1ccc(/C=C2\N=C(c3ccccc3F)OC2=O)cc1,-9.3
CSc1ccccc1NC(=O)Cn1nc([N+](=O)[O-])cc1C,-31.9
COCCCNC(=O)CN(c1cc(C)cc(C)c1)S(=O)(=O)c1ccccc1,0.9
Cc1ccc(S(=O)(=O)Nc2cc(Cl)c(O)c(Cl)c2)cc1,29.8
CCc1ccc(NC(=O)C(=O)NCCN2CCN(C(=O)c3ccccc3Cl)CC2)cc1,-12.6
CCOC(=O)c1ccc(NC(=O)CN(CCc2ccccc2)S(=O)(=O)c2ccc(OC)cc2)cc1,10.9
CCOc1ccccc1NC1=C(Cl)C(=O)N(c2ccc(Br)cc2)C1=O,-5.1
N#CCSc1nnc(-c2ccccc2)c(-c2ccccc2)n1,-15.3
O=S1(=O)N=C(N/N=C/c2ccccc2O)c2ccccc21,-1.0
O=C(c1ccc(Cl)cc1)N1N=C(c2ccc(F)cc2)CC1(O)C(F)(F)F (stereo not drawn),0.3
COc1ccc(N2C(=O)c3ccccc3NC2c2cc(OC)c(OC)c(OC)c2)cc1 (stereo not drawn),-23.8

(next part)
Compound,VHR inh color
COc1ccc(C2C(C(C)=O)C(=O)CC(C)(O)C2C(C)=O)c(OC)c1 (stereo not drawn),-2.2
CCc1ccc(NC(=O)c2cnccn2)cc1,7.9
N#Cc1c(N)sc2c1CCCCCC2,17.7
COc1cc(/C=C2\SC(=S)N(CC(C)C)C2=O)ccc1O,-3.2
CCOn1c(=O)c(-c2ccccc2)[n+]([O-])c2ccccc21,-4.4
CCc1ccc(S(=O)(=O)Nc2cc(-c3c(O)ccc4ccccc34)c(O)c3ccccc23)cc1,-12.0
COc1ccc(C)cc1NC(=O)Cc1cccc2ccccc12,-6.5
COC(=O)C1=C(O)CSC1=Nc1ccccc1,2.2
O=C(NC(=S)NCc1ccco1)c1ccc(Br)cc1,-3.3
Cc1cccc(C(=O)Nc2c(C(=O)N(C)C)cnn2-c2ccccc2)c1,69.9*
CCCCN1C(=O)/C(=C/c2ccc(OC)cc2OC)SC1=S,-24.5
CCN(CC)c1ccc(NC(=O)c2ccc(-c3ccc([N+](=O)[O-])cc3)o2)cc1,-4.3
CC(C)OC(=O)C(C)Sc1n[nH]c(=O)[nH]c1=O (stereo not drawn),-11.2
Cc1cc(C)c(NC(=O)c2ccc([N+](=O)[O-])c(C)c2)c(C)c1,0.1
N#CC1=C(N)Oc2c([nH]c(=O)[nH]c2=O)C1c1ccccc1 (stereo not drawn),7.6
S=C(S)N(CCN(Cc1cccs1)C(=S)S)Cc1cccs1,97.8*
Cc1ccc(C(=O)Nc2ccc3nn(-c4ccc(F)cc4)nc3c2)cc1[N+](=O)[O-],3.0
Cc1cc(C)c(S(=O)(=O)Nc2cc(Br)c3oc4c(c3c2)C(=O)CCC4)c(C)c1,6.6
O=C1N=C(N2CCCC2)S/C1=C\c1ccc([N+](=O)[O-])cc1,24.8
CCCOC(=O)c1ccc(NC(=S)NC(=O)COc2ccccc2)cc1,-14.1
O=C(Nc1nc2ccccc2n1CCOc1ccccc1)c1ccc(F)cc1,-25.1
CC(=O)NC(C)C12CC3CC(CC(C3)C1)C2 (stereo not drawn),-10.9
CNc1nc(Nc2ccc([N+](=O)[O-])cc2)nc(OCC(F)(F)C(F)F)n1,-14.0
CC1CCC(=C(C#N)c2nc(-c3cc4ccccc4oc3=O)cs2)CC1 (stereo not drawn),1.6
CC(C)C1/C(=N/O)CC(c2ccccc2)NC1c1ccccc1 (stereo not drawn),-11.5
Nc1nnc(SCC(=O)n2c3ccccc3c3ccccc32)s1,-2.8
O=C(Cc1ccccc1[N+](=O)[O-])Nc1ccc(OCc2ccccc2)cc1,-2.3
Cc1cc(C)nc(SCC(=O)N2CCCCC2)n1,7.7
COc1ccc(OC)c(NC(=O)CN(c2ccc(C)cc2)S(=O)(=O)c2ccc(F)cc2)c1,-29.2
CCCC(=O)Nc1cc(OC)ccc1OC,-23.4

Shown with each value named: 2 of the compounds above.
CC(C)C1/C(=N/O)CC(c2ccccc2)NC1c1ccccc1 (stereo not drawn)
  VHR inh color: -11.5
Nc1nnc(SCC(=O)n2c3ccccc3c3ccccc32)s1
  VHR inh color: -2.8

(next part)
Compound,VHR inh color
Nc1nonc1-n1nnc(CN2CCOCC2)c1CN1CCOCC1,-11.9
CCOC(=O)N1CCN(S(=O)(=O)c2ccc(C)cc2)C1,-0.6
Cc1ccc(S(=O)(=O)NCCCNc2ccc([N+](=O)[O-])cc2)cc1,-12.3
Cc1ccccc1NC(=O)C1COc2ccccc2O1 (stereo not drawn),-17.8
CN(C)c1ccc(-c2nc3cc(NC(=S)NC(=O)c4ccco4)ccc3o2)cc1,-0.5
CCOc1ccc(N(CC(=O)N2CCOCC2)S(C)(=O)=O)cc1,-26.7
O=C(c1ccccc1F)N1CCN(c2ccc([N+](=O)[O-])c(NC3CC3)c2)CC1,-4.9
CSc1ccc(C=Nc2ccc(S(N)(=O)=O)cc2)cc1,-4.6
Oc1c(Br)cc(Br)cc1C=Nc1ccc(Br)c2cccnc12,-22.9
CC(Oc1cccc(Cl)c1)C(=O)Nc1ccc(C(N)=O)cc1 (stereo not drawn),-3.5
CCOc1ccccc1NC(=O)CSCc1ccccc1,4.4
CCN=C(Nc1ccc2c(c1)OCO2)SC1CC(=O)N(c2cccc(Cl)c2)C1=O (stereo not drawn),5.0
COc1ccc(-c2cc(C(=O)Nc3c(C)cc(C)cc3C)c3ccccc3n2)cc1OC,-2.8

Not all compounds are listed. The share of hits here may be higher or lower than overall.
